Bioassay records (PubChem)
STAT1 activator = increases IFN-gamma driven STAT1 reporter signal. activation (% of control), % at 5.5 µM. NIH 3T3 STAT1-luciferase reporter, luminescence; 100% = IFN-gamma alone, no compound. AID 932. hit rate 2.6% among 200,000;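 active = activation above the screen-wide mean activation plus 3 SD, cut at about 130% in these data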;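 note: raw ratio to IFN-gamma control signal so 100% means no change and 0% no light; values of inactives mirror those of a sister screen read the other way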
APP 5UTR inh = APP translation inhibition; hit rate 0.82% among 190,000; inhibition, % at 2 µM; SH-SY5Y APP 5'UTR-luciferase reporter, luminescence; AID 1285;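 active = inhibition above a set limit, derived from the sample mean plus 3 SD, cut at about 45% in these data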; note: values of inactives mirror those of a sister screen read the other way
APP 5'UTR act = APP 5'UTR luciferase reporter activation | AID 1276 | SH-SY5Y APP 5'UTR luciferase reporter, luminescence; zero percent = DMSO vehicle wells | hit rate 1% among 190,000 | activation, % at 2 µM;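 active = activation above a set limit, based on mean plus 3 SD of controls, cut at about 140% in these data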; note: values of inactives mirror those of a sister screen read the other way
Efa HMGR inh = E. faecalis class II HMG-CoA reductase inhibition. purified E. faecalis HMGR, NADPH absorbance 340 nm kinetic. inhibition, % at 10 µM. hit rate 0.41% among 190,000. AID 1066;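 active = inhibition above a set limit, the median over all tested compounds plus 3 SD, cut at about 9.5% in these data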;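 note: enzyme runs in reverse so mevalonate oxidation gives rising NADPH absorbance; 0% = complete reaction with DMSO and 100% = background rate lacking mevalonate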
Hsp70 activator = Hsp70 transcriptional activation, primary screen. AID 1203. activation, % at 10 µM. hit rate 0.04% among 200,000. HeLa Hsp70 promoter luciferase reporter, luminescence; scaled: vehicle 0, proteasome-inhibitor control 100%;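 active = activation above the mean across all tested compounds plus 3 SD, cutoff set per campaign, cut at about 5.5% in these data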;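 note: 100% = MG132 at 30 µM as the positive control and 0% = DMSO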
FLuc inhib CS = Photinus pyralis luciferase inhibition counter-screen. P08659. ATPLite firefly luciferase biochemical luminescence, 10 min. inhibition, % at 10 µM. hit rate 1.5% among 200,000;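 active = inhibition above about 50% when tested at 10 µM, limit read from the data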
Target sequence (P08659 whole entry, looked up): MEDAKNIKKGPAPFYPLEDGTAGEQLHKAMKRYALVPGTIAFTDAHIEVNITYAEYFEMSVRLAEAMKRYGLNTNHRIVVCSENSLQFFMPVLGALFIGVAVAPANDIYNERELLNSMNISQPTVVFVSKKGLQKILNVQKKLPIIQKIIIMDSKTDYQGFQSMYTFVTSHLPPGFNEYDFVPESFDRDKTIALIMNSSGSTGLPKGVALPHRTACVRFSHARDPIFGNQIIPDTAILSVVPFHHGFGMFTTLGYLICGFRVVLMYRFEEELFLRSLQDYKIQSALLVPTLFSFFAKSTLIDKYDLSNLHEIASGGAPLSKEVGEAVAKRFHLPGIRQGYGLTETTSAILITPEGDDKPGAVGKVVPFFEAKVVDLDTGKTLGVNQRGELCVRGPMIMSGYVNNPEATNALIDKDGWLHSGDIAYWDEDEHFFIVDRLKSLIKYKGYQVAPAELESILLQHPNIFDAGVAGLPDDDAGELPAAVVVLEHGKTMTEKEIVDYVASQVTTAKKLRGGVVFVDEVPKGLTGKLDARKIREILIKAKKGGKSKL
G6PDH counter = inhibits Leuconostoc G6PDH, flagging false hits in G6PDH-based assays | Purified L. mesenteroides G6PDH, diaphorase/resazurin coupled fluorescence, 45 min | inhibition, % at 5 µM | hit rate 0.12% among 200,000; in the data active = inhibition above about 50%
FLuc act counter = firefly luciferase counter-screen for stimulation assays; 200,000 tested, under 10 active; ATPlite luciferase biochemical, luminescence, 10 min; 0 = ATP-free wells, 1 = DMSO control; P08659; activation factor at 10 µM;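 active = luciferase activation factor, scaled between plate controls, of at least 2 with compound at 10 µM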
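Assay system – cell-free luciferase reagent · Medium – PBS-based ATP solution · Dosing – test compounds dosed from 2 mM stocks in 100% DMSO · Timing – 10 min, room temperature · Technique – light output (luminescence) · Measure – luminescence gain marking luciferase activators · Controls – No-ATP low control, compound-free enzyme-plus-ATP high control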
NF-kB neuron act = raises NF-kB expression in human neuronal cells | hit rate 1.6% among 190,000 | NF-kB reporter expression; hits give high values | fold change at 12.5 µM; in the data active = fold change above about 3.3
Redox H2O2 prof = compounds producing H2O2 with reducing agent – biochemical, NIH compound library profiling, artefact control for MLSCN library redox annotation, primary screen. activation, % at 10 µM. hit rate 0.03% among 200,000. DTT-dependent redox cycling H2O2, phenol red/HRP absorbance; 100% = 100 µM peroxide control, 0% = buffer. AID 878;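 active = activation of at least 50% relative to the plate's high and low controls in the primary single-dose screen; inactive = activation below 50%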;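 note: compound incubated with DTT at 0.8 mM final as the reducing agent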
* = called active by the depositor; · = no result given.

Sample of the layout (seven entries):
mol	FLuc act counter	STAT1 activator	APP 5UTR inh	APP 5'UTR act	NF-kB neuron act	Hsp70 activator	G6PDH counter	FLuc inhib CS	Efa HMGR inh	Redox H2O2 prof
CC(C)CC(NC(=O)C(CO)NC(=O)C1CCC(=O)N1)C(N)=O (centres undefined)	1.1	100	-10	10	1.1	-0.3	5	-11	5	-0.2
O=C(Nc1ccccc1)N1CCSCC1	1.1	107	2	-2	1.7	-0.3	5	-9	8	3.0
Cc1c(O)c(S(=O)c2ccccc2)c(=O)n(-c2ccccc2)c1-c1ccccc1 (centres undefined)	1	100	-9	9	0.93	-0.1	11	4	-6	-0.2
CCOC(=O)C1=C(O)CSC1=Nc1ccc(Cl)cc1	1.1	107	-2	2	0.98	-0.1	-2	-9	-2	-0.3
CCOC(=O)c1cc(C#N)c(N2CCCC2)nc1-c1ccccc1	1	97	-6	6	1.1	-0.4	6	-5	-4	3.4
CCOC(=O)C1CCN(C(=O)Cc2cccc3ccccc23)CC1	1	91	16	-16	0.98	-0.3	10	0	-1	0.5
CN1CCN(C(=O)CSc2cc(=O)n(C)c3ccccc23)CC1	1	88	-3	3	1.1	0.1	7	1	-4	0.4

The list itself, from the first entry:
mol	FLuc act counter	STAT1 activator	APP 5UTR inh	APP 5'UTR act	NF-kB neuron act	Hsp70 activator	G6PDH counter	FLuc inhib CS	Efa HMGR inh	Redox H2O2 prof
CC(C)CC(NC(=O)C(CO)NC(=O)C1CCC(=O)N1)C(N)=O (centres undefined)	1.1	100	-10	10	1.1	-0.3	5	-11	5	-0.2
O=C(Nc1ccccc1)N1CCSCC1	1.1	107	2	-2	1.7	-0.3	5	-9	8	3.0
Cc1c(O)c(S(=O)c2ccccc2)c(=O)n(-c2ccccc2)c1-c1ccccc1 (centres undefined)	1	100	-9	9	0.93	-0.1	11	4	-6	-0.2
CCOC(=O)C1=C(O)CSC1=Nc1ccc(Cl)cc1	1.1	107	-2	2	0.98	-0.1	-2	-9	-2	-0.3
CCOC(=O)c1cc(C#N)c(N2CCCC2)nc1-c1ccccc1	1	97	-6	6	1.1	-0.4	6	-5	-4	3.4
CCOC(=O)C1CCN(C(=O)Cc2cccc3ccccc23)CC1	1	91	16	-16	0.98	-0.3	10	0	-1	0.5
CN1CCN(C(=O)CSc2cc(=O)n(C)c3ccccc23)CC1	1	88	-3	3	1.1	0.1	7	1	-4	0.4
CCC(=O)c1cc2c(C)cc(=O)oc2c(C)c1OC	1.1	102	0	0	1.3	-0.4	-2	-7	-8	0.4
Cc1nc2ccc(NC(=O)c3c(-c4ccccc4)noc3C)cc2s1	1	96	-9	9	0.94	-0.1	3	-3	-6	1.9
CCCC(=O)C1=C(O)C(C(=O)OC)C(C)(C)CC1=NC (centres undefined)	1	91	3	-3	1.1	-0.2	11	0	-6	-2.8
CCN(CC)C(=O)CSc1nc(-c2ccccc2)ccc1C#N	1	132*	-19	19	1.2	1.6	-2	-3	-1	0.1
Oc1ccc(-c2csc(Nc3ncccn3)n2)c(O)c1	0.7	176*	-155	154*	8.1*	0.0	0	26	2	-1.9
CC(=O)[C@@]1(O)CC[C@H]2[C@@H]3C[C@H](C)C4=CC(=O)CC[C@]4(C)[C@H]3CC[C@@]21C	1	118	-34	34	0.6	-0.3	15	-4	7	0.5
O=C(O)c1ccc2c(c1)C(=O)N(c1cccc(-c3nc4ccccc4s3)c1)C2=O	0.7	130*	-36	36	1.5	-0.2	4	34	2	-0.6
COc1ccc(-c2nc(CN(C)C(C)c3ccon3)c(C)o2)c(C)c1C (centres undefined)	1.1	99	13	-13	0.92	-0.4	11	-9	-2	-0.5
O=C(Nc1cc(C(F)(F)F)ccc1N1CCOCC1)c1ccccc1F	1	90	6	-6	1.1	0.1	4	-4	5	0.9
O=C(COC(=O)c1ccco1)Nc1nc2ccccc2s1	1	104	-10	10	1.4	0.1	7	-2	2	-0.2
Cc1nc2ccc(NC(=O)N(C)c3ccccc3)cc2s1	0.9	116	-28	28	1.4	-0.1	-2	14	0	-0.5
COc1ccc([N+](=O)[O-])cc1NC(=O)CSc1nncn1-c1ccccc1	1	100	-8	8	0.77	-0.3	-24	0	-2	-0.3
CCCCOC(=O)CSc1n[nH]c(=O)[nH]c1=O	1	108	2	-1	0.99	0.0	10	3	-5	-0.2
C=CCOc1ccccc1/C=N/O	1.1	96	-2	2	1.3	-0.4	11	-10	2	1.8
COCCNC(=S)N/N=C(\C)c1ccccc1O	0.9	102	79*	-79	15*	-0.1	4	10	1	0.1
CN(C)c1ccc(C=NCC2COc3ccccc3O2)cc1 (centres undefined)	1	98	-4	4	1.1	-0.2	6	-3	-2	-0.3
COC(=O)CC(NS(=O)(=O)c1cccs1)c1cccc2ccccc12 (centres undefined)	1	100	-5	5	1.4	0.0	-13	-4	-5	1.5
CCCc1[nH]n(-c2ccc(F)cc2)c(=O)c1C=Nc1cccc(F)c1	0.9	101	34	-34	0.98	-0.3	7	5	0	0.3
O=C(Nc1cccnc1)c1ccccc1Oc1ccccc1	1	98	-3	3	1	-0.2	3	-5	-1	-0.8
CC(C)CCSc1nc(N)c(C#N)cc1C#N	1	103	-14	14	1	0.3	1	-1	-6	1.0
O=C(Cc1coc2ccc3ccccc3c12)NCc1ccccc1	1.1	102	-9	9	1.5	-0.3	5	-6	-13	0.0
O=C(COC(=O)c1cnc(Cl)c(Cl)c1)NCc1cccs1	1.1	99	-12	12	0.96	0.1	-5	-7	-3	-1.3
O=C(CSc1ncnc2ccccc12)Nc1cccc(S(=O)(=O)N2CCOCC2)c1	1	91	-2	2	1.1	0.2	4	-4	-3	-1.6
N[C@@H](Cc1cc(I)c(O)c(I)c1)C(=O)O	1.1	103	-14	14	1.1	-0.2	11	-9	-12	0.1
O=C(COC(=O)c1ccc(O)cc1)Nc1ccc(Cl)cc1	1	99	0	-1	1.3	0.2	15	-2	-6	-0.3
NNC(=O)c1nc(-c2ccccc2)n2c1CCCCC2	1	96	-2	2	1.4	0.0	10	-1	-4	1.0
CC(=O)Nc1ccc(NC(=O)C2CCN(S(=O)(=O)c3cccc4nonc34)CC2)cc1	1	108	-1	1	0.82	0.0	4	-2	-4	-4.1
O=C(CCS(=O)(=O)c1ccccc1)Nc1ccc(-c2nc3ccccc3s2)c(O)c1	1	100	-87	87	1.7	-0.1	1	-2	-8	-0.5
CCc1cc2c(NCC3CCCO3)nc(C)nc2s1 (centres undefined)	1	93	-2	2	1	-0.3	-3	-1	3	-0.8
Cc1cccc(C)c1Nc1c(-c2ccccn2)nc2ccccn12	1.1	93	44	-44	1.1	-0.3	6	-7	-1	0.1
CCOC(=O)N1CCN(C(=O)c2cc(-c3ccc(OCC)cc3)nc3ccccc23)CC1	0.1	146*	78*	-78	3.3*	-0.1	-4	92*	-5	-0.5
Cc1ccc(NC(=S)NCc2ccc3c(c2)OCO3)c(C)c1	1	95	9	-9	1.2	-0.2	-5	-5	-3	0.9
O=C(CCC(NC(=O)OCc1ccccc1)C(=O)OCC(=O)N1CCCCC1)OCC(=O)N1CCCCC1 (centres undefined)	1	101	5	-5	1.4	-0.1	-8	-5	-2	0.6
CC(C)NC(=S)Nc1ccc(S(=O)(=O)Nc2ncccn2)cc1	1.1	112	9	-9	0.98	-0.2	7	-9	2	-0.2
CCOc1ccc(OCCOCCNCCOC)cc1	1.1	105	6	-6	1.2	-0.3	-2	-5	2	0.0
CCOc1ccc(C(=O)NC(=S)Nc2ccc(N3CCOCC3)c(Cl)c2)cc1[N+](=O)[O-]	1.1	106	11	-11	1.1	-0.3	-9	-6	-8	0.3
Cc1ccc(OC(=O)CCC(=O)NC(C)c2ccccc2)cc1 (centres undefined)	1	95	-22	22	1.4	-0.3	21	-1	-6	-0.7
CCOc1ccc(OCC)c(S(=O)(=O)NCc2cccnc2)c1	1	93	-2	2	1.1	0.0	2	-4	-6	0.5
O=C(NCCOc1nc(N2CCCCC2)nc(N2CCOCC2)n1)Nc1ccccc1	1	97	-13	13	0.92	-0.5	5	-4	-3	1.5
CCOCc1nnc(NC(=O)c2cccc(OC)c2)s1	1	117	-22	22	2.9	0.0	18	-3	0	-0.8
Cc1ccc(C)c(NS(=O)(=O)c2ccc(NC(=O)c3ccco3)cc2)c1	1.1	99	-1	1	0.84	-0.6	1	-6	-5	0.6
N#CC1(c2c(O)nc3n(c2=O)CCCS3)CCCCC1	1.1	106	-10	10	1	0.0	3	-9	1	2.5
O=C(CN(C(=O)CNC(=O)c1ccco1)c1ccc2c(c1)OCCO2)NC1CCCC1	1	99	-10	10	1.1	-0.2	1	-2	-4	0.3

Three of the compounds above, as labelled records:
SMILES: O=C(Nc1cccnc1)c1ccccc1Oc1ccccc1
  FLuc act counter: 1
  STAT1 activator: 98
  APP 5UTR inh: -3
  APP 5'UTR act: 3
  NF-kB neuron act: 1
  Hsp70 activator: -0.2
  G6PDH counter: 3
  FLuc inhib CS: -5
  Efa HMGR inh: -1
  Redox H2O2 prof: -0.8

SMILES: CC(C)CCSc1nc(N)c(C#N)cc1C#N
  FLuc act counter: 1
  STAT1 activator: 103
  APP 5UTR inh: -14
  APP 5'UTR act: 14
  NF-kB neuron act: 1
  Hsp70 activator: 0.3
  G6PDH counter: 1
  FLuc inhib CS: -1
  Efa HMGR inh: -6
  Redox H2O2 prof: 1.0

SMILES: O=C(Cc1coc2ccc3ccccc3c12)NCc1ccccc1
  FLuc act counter: 1.1
  STAT1 activator: 102
  APP 5UTR inh: -9
  APP 5'UTR act: 9
  NF-kB neuron act: 1.5
  Hsp70 activator: -0.3
  G6PDH counter: 5
  FLuc inhib CS: -6
  Efa HMGR inh: -13
  Redox H2O2 prof: 0.0

The listing continues:
mol	FLuc act counter	STAT1 activator	APP 5UTR inh	APP 5'UTR act	NF-kB neuron act	Hsp70 activator	G6PDH counter	FLuc inhib CS	Efa HMGR inh	Redox H2O2 prof
NC(=O)c1ccccc1NC(=O)CN1CCOCC1	1	101	2	-2	1.1	-0.4	26	-3	-5	1.0
C=CC[N+]1(CC#CCOC(c2ccccc2)c2ccccc2)CCOCC1	1.1	105	-5	5	0.58	0.2	4	-6	-3	1.8
CCS(=O)(=O)N1CCN(c2ccc([N+](=O)[O-])c(NC(C)c3ccccc3)c2)CC1 (centres undefined)	1.1	93	0	0	0.59	0.0	7	-6	-1	1.8
COc1ccc2nc(N=Nc3ccc(N(C)C)cc3)sc2c1	0.1	53	-113	113	1.5	-0.2	1	95*	-4	-7.3
CC1CCN(S(=O)(=O)c2ccc(NC(=O)c3cccs3)cc2)CC1	1	96	8	-9	0.98	-0.3	0	-4	0	-0.8
CC(C)CCNC(=O)C(Cc1ccccc1)NS(=O)(=O)c1ccc2c(c1)c(=O)n(C)c(=O)n2C (centres undefined)	1.1	93	1	-1	0.94	-0.3	-1	-9	-5	-1.6
CCOC(=O)c1c(C)c(C(=O)Nc2ccc3c(c2)OCCO3)c(C)n1CC	1	106	-8	8	1.3	0.1	2	0	-1	0.0
CN(Cc1cnn(C)c1)C(=O)c1ccc(OC2CCN(CCc3ccccc3)CC2)cc1	1.1	103	-3	3	0.98	-0.2	9	-6	-8	-0.7
Cn1nc(C(F)(F)F)c(C(=O)Nc2cccc(Cl)c2)c1Cl	1	102	·	·	1.1	0.0	5	-3	4	1.3
Cc1cc(-c2nn(-c3ccccc3F)cc2CN(C)CC(O)CO)c(C)s1 (centres undefined)	1	100	-13	13	1	-0.2	14	-3	-5	0.8
